High-throughput results deposited in PubChem by several laboratories.
BoNT-F LC inh – blocks Botulinum neurotoxin F light chain protease; Multiplex microsphere protease cleavage assay, flow cytometry; inhibition, % at 10 µM; 360,000 tested, 0.22% active; in the data active = inhibition above about 35%, passing the limit was not always enough; inconclusive = no clear call, values can overlap the other calls; note: plate controls were buffer without enzyme for full effect and enzyme alone for no effect
FBA Mtb inh – Mtb fructose-bisphosphate aldolase inhibition. P9WQA3. purified M. tuberculosis FBA, fluorescence read-out. inhibition, % at 1 µM. 360,000 tested, 2.3% active. AID 588726; in the data active = inhibition above about 27%;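 note: 0% = vehicle and 100% = reference inhibitor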
Target sequence (P9WQA3 whole entry, looked up): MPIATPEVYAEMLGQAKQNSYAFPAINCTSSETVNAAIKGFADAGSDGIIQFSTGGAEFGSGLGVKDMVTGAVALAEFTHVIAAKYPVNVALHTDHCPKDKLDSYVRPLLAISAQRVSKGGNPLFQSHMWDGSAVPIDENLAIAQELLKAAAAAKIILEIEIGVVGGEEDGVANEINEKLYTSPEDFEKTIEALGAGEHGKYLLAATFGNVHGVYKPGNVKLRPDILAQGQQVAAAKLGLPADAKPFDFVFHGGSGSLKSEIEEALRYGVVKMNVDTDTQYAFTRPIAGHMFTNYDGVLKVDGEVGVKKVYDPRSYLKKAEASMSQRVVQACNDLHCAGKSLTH
BoNT-A LC inh2 – blocks Botulinum neurotoxin A light chain protease; 360,000 tested, 0.17% active; inhibition, % at 10 µM; multiplex microsphere protease substrate cleavage, flow cytometry; in the data active = inhibition above about 30%; inconclusive = no clear call, values can overlap the other calls; note: plate controls were buffer without enzyme for full effect and enzyme alone for no effect
PrPC TRFRET – cell surface PrPC inhibition, primary TR-FRET screen. TR-FRET read-out. AID 720596. 370,000 tested, 0.43% active. P04156. inhibition, % at 13.8 µM; in the data active = inhibition above about 24%; note: 0% = median of the test wells and 100% = reference compound wells
FadD28 FP inh – M. tuberculosis FadD28 bisubstrate binding inhibition; FadD28 bisubstrate probe binding, fluorescence polarization; inhibition, % at 12.5 µM; 360,000 tested, 0.22% active; in the data active = inhibition above about 8.5%, passing the limit was not always enough; inconclusive = no clear call, values can overlap the other calls
CCHFV vOTU inh – CCHFV vOTU protease inhibition. Pep-AMC fluorescence. inhibition, % at 11.5 µM. 370,000 tested, 0.55% active. AID 651958; note: 0% = vehicle wells with enzyme and 100% = no enzyme wells
GDH-TPI counter – inhibits GDH-TPI coupling enzymes, artifact for Mtb FBA screen | 360,000 tested, 1.2% active | AID 588335 | inhibition, % at 4.8 µM | GDH-TPI coupled enzyme counterscreen, NADH absorbance;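 note: 0% = DMSO wells and 100% = wells lacking the enzyme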
UGM FP inh – blocks M. tuberculosis UGM enzyme; P9WIQ1; purified UGM, fluorescence polarization probe displacement; inhibition, % at 10 µM; 320,000 tested, 0.06% active; in the data active = inhibition above about 10%, passing the limit was not always enough; inconclusive = no clear call, values can overlap the other calls
Target sequence (P9WIQ1 whole entry, looked up): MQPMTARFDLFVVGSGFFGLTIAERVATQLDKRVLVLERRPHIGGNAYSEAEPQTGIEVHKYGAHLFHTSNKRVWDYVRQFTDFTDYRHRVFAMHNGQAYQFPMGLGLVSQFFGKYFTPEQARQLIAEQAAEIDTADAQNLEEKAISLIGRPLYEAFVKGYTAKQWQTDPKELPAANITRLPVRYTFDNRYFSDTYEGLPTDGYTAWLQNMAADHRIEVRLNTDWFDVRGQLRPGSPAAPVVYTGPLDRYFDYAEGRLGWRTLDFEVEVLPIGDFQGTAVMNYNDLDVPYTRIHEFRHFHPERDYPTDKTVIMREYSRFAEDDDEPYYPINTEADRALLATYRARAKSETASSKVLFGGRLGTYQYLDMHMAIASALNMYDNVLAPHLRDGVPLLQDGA
BioA inh – inhibitors of Mycobacterium tuberculosis BioA enzyme; inhibition, % at 9.99 µM; 360,000 tested, 0.096% active; AID 602481; purified M. tuberculosis BioA enzyme, plate reader; in the data active = inhibition above about 40%; inconclusive = no clear call, values can overlap the other calls
The depositor's hits bear a star; ? = inconclusive; nt = no result given; + = active, no number. Cut-off read from the data, not from the text of the source, unless noted: active = inhibition above about 30%; inactive = the rest.

The first three records, ahead of the listing:
SMILES	BoNT-F LC inh	FBA Mtb inh	BoNT-A LC inh2	PrPC TRFRET	FadD28 FP inh	CCHFV vOTU inh	GDH-TPI counter	UGM FP inh	BioA inh
COC(=O)N/N=C/c1c(C)c(C(=O)c2ccc(F)cc2)n2ccccc12	-38	-11	-10	-15	-2.2	9	17	nt	0.3
O=C(Nc1ccc(Br)cc1F)c1ccc2nsnc2c1	-1	2	1.1	-4	-2.3	13	2	0.8	-1.5
Cc1ccc(OC(=O)CCC(=O)Nc2ccc(C(N)=O)cc2)cc1	10	3	-1.9	5	0.4	2	2	4.6	0.4

The list itself, repeating the preview:
SMILES	BoNT-F LC inh	FBA Mtb inh	BoNT-A LC inh2	PrPC TRFRET	FadD28 FP inh	CCHFV vOTU inh	GDH-TPI counter	UGM FP inh	BioA inh
COC(=O)N/N=C/c1c(C)c(C(=O)c2ccc(F)cc2)n2ccccc12	-38	-11	-10	-15	-2.2	9	17	nt	0.3
O=C(Nc1ccc(Br)cc1F)c1ccc2nsnc2c1	-1	2	1.1	-4	-2.3	13	2	0.8	-1.5
Cc1ccc(OC(=O)CCC(=O)Nc2ccc(C(N)=O)cc2)cc1	10	3	-1.9	5	0.4	2	2	4.6	0.4
CCC1CCCCN1P(=O)(c1ccc(C)o1)C(C)(C)C (configuration not stated)	0	3	0.5	1	-0.7	10	9	-1.8	-0.9
COc1cccc(CNC(=O)C(=O)NCC2CCCO2)c1 (configuration not stated)	-5	-1	-0.2	-4	-1.9	-3	11	1.4	-0.4
CC(=O)Nc1cccc(-c2nnc(SCC(=O)N3CCCCC3)n2C)c1	-3	1	-1.9	-1	-0.9	16	-4	0.1	0.2
COc1cccc(N2CCc3c(C)nc4ccc(Cl)cc4c32)c1	-8	16	-1.2	-6	nt	3	4	-0.1	0.3
Cc1nn(C)c(Oc2ccccc2)c1CCNS(=O)(=O)c1ccc(Cl)cc1	2	0	-0.4	15	-3.5	5	5	0.4	2.4
C=C1C2(C(=O)Nc3nccs3)CCC(C2)C1(C)C (configuration not stated)	0	0	1.8	-3	-1.5	0	16	-0.4	0.2
CCN(C(=O)c1cn(CC)c(=O)c2cc(OC)c(OC)cc12)c1ccccc1C	8	4	1.2	2	-4.8	5	2	-0.7	1.2
O=C(Nc1ccccc1)N1N=CCC1c1ccccc1 (configuration not stated)	-9	-1	-0.8	7	-3.8	-10	3	nt	2.0
O=C(Nc1ccc(-c2nc3ccccc3s2)cc1)C1=COCCO1	-3	1	-0.6	-6	1.0	-4	7	1.1	-0.7
N#Cc1ccc(NC(=O)COC(=O)CCc2nc3ccccc3c(=O)[nH]2)cc1	-127	5	-26	-1	-0.9	-11	13	-3.5	-2.5
CSc1ccc(S(=O)(=O)N2CCC(C(=O)Nc3ccc(C(N)=O)cc3)CC2)cc1	3	0	2.2	2	0.6	9	1	-0.9	0.3
CCOc1ccc(N2C(=O)CC(N(CCc3ccc(S(N)(=O)=O)cc3)C(C)=O)C2=O)cc1 (configuration not stated)	-3	-1	0.8	-3	-5.8	-8	5	1.0	-1.2
CNc1cncc(-c2cnn(CC(C)C)c2)n1	-5	+	-0.2	-7	-3.3	-285	20	nt	-1.4
C=CCOC(=O)C1=C(C)Nc2ncnn2C1c1cccs1 (configuration not stated)	-4	0	-0.5	8	-1.1	-6	-4	-1.9	-0.5
Cc1nn(C(C)(C)C)c(OC(=O)CC(C)C)c1S(=O)(=O)c1ccccc1	6	3	3.2	9	-1.9	19	5	2.5	1.1
CN(c1ccc(OCC(=O)NC2=NCCS2)cc1)S(=O)(=O)c1ccc(F)cc1	-10	-6	0.1	7	-2.4	13	-4	-0.3	-1.6
CCOc1cc(OCC)cc(C(=O)O)c1	-6	0	-0.7	0	-1.0	-6	5	3.3	-4.7
COc1cccc(/C=C(\C(=O)O)c2ccccc2)c1	-2	-2	-0.4	0	-1.8	3	2	0.9	nt
CCCCCCn1c(=O)c(C(=O)Nc2ncccc2O)c(O)c2ccccc21	10	-2	-2.3	-2	-0.8	2	-4	1.0	5.4
CC(C)c1ccc(C2(C)NC(=O)N(CC(=O)NCC3COc4ccccc4O3)C2=O)cc1 (configuration not stated)	-4	1	0.7	4	-4.3	9	-1	-2.1	1.2
Cc1ccc(S(=O)(=O)N2CCCCC2C(=O)Nc2nncs2)cc1 (configuration not stated)	-8	1	-0.4	-5	-1.2	-2	4	1.6	-1.8
COc1cccc(CNC(=O)COc2cccc(-n3cnnn3)c2)c1	-11	-2	-3.4	0	-0.3	2	3	-0.2	-0.4
Next structures follow:
SMILES	BoNT-F LC inh	FBA Mtb inh	BoNT-A LC inh2	PrPC TRFRET	FadD28 FP inh	CCHFV vOTU inh	GDH-TPI counter	UGM FP inh	BioA inh
O=C(/C=C/Nc1ccccc1Br)c1ccccn1	-5	-4	0.8	-17	-1.5	11	16	-1.1	nt
CCCCN1CCc2c(c3ccccc3n2Cc2ccccc2)C1	21	3	2.8	-1	0.1	-4	-2	4.3	1.3
CCC1CCCCN1CCCNC(=O)C1CCCN(c2nn3c(=O)cc(C)nc3s2)C1 (configuration not stated)	2	3	-0.2	4	-0.3	-5	-3	2.6	nt
CCCCNC(=O)c1cccc(C(=O)NCCCC)c1	4	4	-0.2	7	-0.6	-12	-4	0.7	-1.7
NS(=O)(=O)c1ccc(Cl)c(C(=O)Nc2ccccc2[N+](=O)[O-])c1	1	-1	0.3	-17	-1.4	3	0	2.4	nt
CCCN(CCC)CCCNS(=O)(=O)c1cc(Br)cc2c1N(C(C)=O)CC2	-33	-3	-0.9	1	0.4	-1	-2	-6.9	1.4
CCOC(=O)N(C)c1c(CC)nc2c(OCc3ccccc3OC)cccn12	-10	-3	-0.8	9	-1.0	7	6	nt	3.3
Fc1ccccc1-c1cc2ccccc2cn1	-2	2	0.3	7	-2.6	17	5	2.6	0.5
COc1ccc(S(=O)(=O)Oc2ccc(C(=S)N3CCOCC3)cc2OC)cc1	1	-1	1.3	0	0.1	25	0	-1.3	-0.9
Cc1cccc2cc(CN(Cc3ccc(F)cc3)C(=O)N3CCOCC3)c3nnnn3c12	-2	0	0.6	7	-4.8	22	1	-2.4	nt
CC(=O)Nc1cccc(-c2csc(NCc3ccccc3)n2)c1	-4	6	-0.5	8	1.2	-5	2	4.5	nt
CSc1ccccc1OCc1cc(C(=O)NC2CCOC(C)(C)C2)no1 (configuration not stated)	-2	0	-1.0	-5	-2.1	-2	0	-0.2	-1.9
CC(C)c1ccc(Nc2nc(Cl)nc(NCc3ccco3)n2)cc1	-8	0	-0.6	2	-1.5	-1	11	-0.1	-2.9
N#Cc1cc2c(nc1SCC(=O)Nc1sc3c(c1C#N)CCC3)CCCC2	-1	3	-1.3	4	1.0	-1	10	-1.8	-2.2
O=C1CN(C(=O)COc2ccc(F)cc2Br)c2ccccc2N1	-1	-7	1.1	-2	-6.9	-7	-12	-0.5	-0.2
COc1ccc2cc(C(C)C(=O)OC(C)C)ccc2c1 (configuration not stated)	-6	2	-1.0	1	-5.1	0	-17	0.0	1.3
C=CCC(=O)NC1CCCc2c1cnn2-c1cc(F)cc(F)c1 (configuration not stated)	1	-4	-2.7	-6	-4.7	-8	-14	1.1	10
Cc1nn2c(-c3ccc(Cl)cc3)nnc2s1	-2	1	-0.3	0	-1.7	-3	-3	2.0	0.4
O=C(Nc1ccccc1N1CCOCC1)C1(c2ccc(Cl)cc2)CCC1	-5	-9	-0.8	6	-2.7	6	-4	-5.4	nt
COc1cc(OC)cc(C(=O)NC(C(=O)NCCN(C)C)C23CC4CC(CC(C4)C2)C3)c1 (configuration not stated)	-4	-5	0.4	-3	-3.0	0	-3	-1.6	0.4
Cc1ccccc1NC(=O)CN1C(=O)COc2ccc(S(=O)(=O)N3CCCC3)cc21	0	1	-1.7	-2	-0.5	12	6	1.2	-2.4
CC(=O)NC(Cc1ccc(F)cc1)C(=O)NC1CCN(C(=O)Nc2cccc(C)c2)CC1 (configuration not stated)	2	-1	0.1	2	nt	0	0	2.5	-0.3
NC(=O)c1ccc(NC(=O)CNC(=O)c2sc3ccccc3c2Cl)cc1	-3	2	3.8	14	-2.1	-6	0	-0.7	-0.2
NC(CCc1ccccc1)c1csc(Nc2ccc(C(=O)c3ccccc3)cc2)n1 (configuration not stated)	-23	3	-0.5	2	-11	17	9	nt	3.1
O=C(C1=C[C@H](c2ccc(Br)cc2)C[C@H](OCc2ccc(CO)cc2)O1)N1CCOCC1	3	0	-0.2	-1	-6.0	0	-1	0.2	2.3

An excerpt from above in order of molar mass, ascending.
SMILES	BoNT-F LC inh	FBA Mtb inh	BoNT-A LC inh2	PrPC TRFRET	FadD28 FP inh	CCHFV vOTU inh	GDH-TPI counter	UGM FP inh	BioA inh
C=C1C2(C(=O)Nc3nccs3)CCC(C2)C1(C)C (configuration not stated)	0	0	1.8	-3	-1.5	0	16	-0.4	0.2
O=C(Nc1ccccc1N1CCOCC1)C1(c2ccc(Cl)cc2)CCC1	-5	-9	-0.8	6	-2.7	6	-4	-5.4	nt
CCN(C(=O)c1cn(CC)c(=O)c2cc(OC)c(OC)cc12)c1ccccc1C	8	4	1.2	2	-4.8	5	2	-0.7	1.2
COc1ccc(S(=O)(=O)Oc2ccc(C(=S)N3CCOCC3)cc2OC)cc1	1	-1	1.3	0	0.1	25	0	-1.3	-0.9
CCOc1ccc(N2C(=O)CC(N(CCc3ccc(S(N)(=O)=O)cc3)C(C)=O)C2=O)cc1 (configuration not stated)	-3	-1	0.8	-3	-5.8	-8	5	1.0	-1.2

The list goes on.
SMILES	BoNT-F LC inh	FBA Mtb inh	BoNT-A LC inh2	PrPC TRFRET	FadD28 FP inh	CCHFV vOTU inh	GDH-TPI counter	UGM FP inh	BioA inh
O=C(NNC(=O)C12CC3CC(CC(C3)C1)C2)c1ccco1	4	-3	-1.1	-8	-0.3	3	-3	-0.5	nt
CCOc1ccc(NS(=O)(=O)c2ccc(C(=O)N(CC)CC(=O)NCc3cccs3)cc2)cc1	3	-1	-0.2	9	0.1	10	-1	2.2	-1.4
COc1cccc(NC(=S)NN=C2CCCCCC2)c1	3	5	0.9	-8	0.2	6	8	nt	nt
CCOC(=O)C1=C(COC(=O)C(C)(C)Oc2ccc(Cl)cc2)NC(=O)NC1C (configuration not stated)	4	1	-0.5	11	-1.2	6	4	0.9	-1.0
CCOc1ccc(C(=O)NCC(=O)NCCCSc2ccccc2)cc1OCC	-2	1	-1.7	2	-0.6	10	2	4.4	0.4
COc1ccc(C(=O)N2CCN(C)C(=O)[C@@H]2C)cc1OC1CCN(C(C)=O)CC1	5	2	0.4	4	-2.0	8	-8	-3.1	-0.4
COc1cccc(NC(=O)CN(C)C(=O)c2cccc(NS(=O)(=O)c3ccccc3)c2)c1	-4	1	-1.1	2	-3.5	0	9	-0.5	-0.1
CC[C@@H]1CCCCc2ccccc2[C@H](C(=O)C[C@@H](O)CC(C)=O)OC1=O	-3	-1	0.5	1	-1.3	0	-18	-2.4	-0.4
Fc1ccc(NC(=S)Nc2cccnc2)c(Cl)c1	-6	2	-1.0	-4	-2.0	-14	-10	-0.6	nt
COc1ccc(Br)c(C(=O)N2CCN(S(=O)(=O)c3cccs3)CC2)c1	-8	4	0.2	6	-3.0	5	-13	0.9	nt
Cc1cc2ccccc2nc1SCC(=O)N1c2ccccc2CC1C (configuration not stated)	3	2	-0.1	-4	-3.3	8	9	-0.3	nt
CC(C)CNC(=O)C1CCN(c2ccc(S(=O)(=O)N3CCOCC3)cc2Cl)CC1	-11	4	-1.0	9	1.6	2	-5	1.7	-0.1
CC(OC(=O)c1ccc2ncsc2c1)C(=O)Nc1ncc(Cl)cc1Cl (configuration not stated)	-7	0	0.2	-2	-1.2	8	2	-1.0	nt
CCCn1nnc(NC(=O)c2ccc(-c3cc(Cl)ccc3Cl)o2)n1	4	0	-0.2	0	-1.8	3	0	-1.9	nt
CN(C)c1nc(NCc2ccccc2)nc(SCC(=O)Nc2ccccc2)n1	-3	-3	-0.7	2	-3.7	-21	4	-3.7	-1.3
O=C(NCc1cccnc1)c1cc(C2CCCCN2C(=O)c2ccc3c(c2)CCO3)on1 (configuration not stated)	2	-3	0.6	-2	-4.5	6	-14	nt	1.2
Cc1ccc2c(c1)NCCO2	-1	3	?	-7	-1.9	-7	-11	-3.8	0.3
O=C1/C(=C/c2cccnc2)SC(=S)N1c1ccc(F)cc1	1	-1	0.3	-2	-0.1	3	10	3.4	nt
O=C(CN1C(=O)/C(=C/c2ccccc2F)Sc2ccccc21)NCc1cccnc1	-4	-3	0.0	4	-2.0	7	12	-1.1	nt
